Source: PubChem
Pf Dd2 growth = inhibitors of Plasmodium falciparum Dd2 growth; P. falciparum Dd2 growth, SYBR Green, 72 h; Potency, µM (series often up to 28.9 µM), without a hit: at the top dose activity, negative = inhibition, usual class: inhibitors; actives 4.3% (n = 120,000); active means well fitted inhibition curve with a large enough effect; inconclusive means small, poorly fitted or top-dose-only effect; inactive means no such curve, though single readings can be large or run the other way;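 further: plate controls were DMSO vehicle for no effect and reference drug for full effect; nearly all actives have a fitted effect of over 65% in size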
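Infected erythrocytes (Dd2, 0.3% parasitemia, 2.5% hematocrit final) are added to compound in RPMI-1640/Albumax II medium, grown 72 h at 37C in low oxygen, then lysed with saponin/Triton-X containing SYBR Green and read by fluorescence.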
* marks the source's active call; other numbers are inactive results; i = inactive; ? = inconclusive; [ ] = another dose, or the depositor's remark. Potency means the concentration at half of the fitted maximal effect.

The opening 2 records as a preview:
(1) Cc1cccc(CC(=O)N2CCCC2c2nc(C3CCOCC3)no2)c1 (stereo not given)
  Pf Dd2 growth: -10%
(2) COCCNC(=O)[C@@H]1C[C@@H](O)CN1C1CCN(C(=O)c2ccco2)CC1
  Pf Dd2 growth: 19%

The listing (from the top)
(1) Cc1cccc(CC(=O)N2CCCC2c2nc(C3CCOCC3)no2)c1 (stereo not given)
  Pf Dd2 growth: -10%
(2) COCCNC(=O)[C@@H]1C[C@@H](O)CN1C1CCN(C(=O)c2ccco2)CC1
  Pf Dd2 growth: 19%
(3) Cc1cc(C)c2oc(C(=O)Nc3c(C(=O)c4ccc(F)cc4)oc4ccccc34)cc(=O)c2c1
  Pf Dd2 growth: 10%
(4) OCC1CN(C2CCC2)CC12CCN(C1CCC1)CC2 (stereo not given)
  Pf Dd2 growth: 1%
(5) COc1ccc(-n2nc(C)c([C@H]3C=C[C@@H](OC(=O)Nc4cccc(F)c4)C3)c2C)cc1
  Pf Dd2 growth: 10µM*
(6) Cc1cc(C(=O)NC2CC(c3cc(=O)[nH]c(C4CC4)n3)C2)c(C)o1 (stereo not given)
  Pf Dd2 growth: 3%
(7) O=C(c1ccccc1F)N1CCn2c(nnc2-c2ccc(Cl)cc2)C1
  Pf Dd2 growth: ?
(8) Cc1cc(C)cc(NC(=O)Cn2c(C)cc(C)c(C#N)c2=O)c1
  Pf Dd2 growth: 50%[activator][5.79 µM]
(9) CCOc1ccc(OCC)c(NC(=O)Cn2nc(CC)n3c(cc4sccc43)c2=O)c1
  Pf Dd2 growth: -24%
(10) Cc1ccc(Cl)cc1-n1ncc2c(NC3CCCCCC3)ncnc21
  Pf Dd2 growth: ?
(11) O=C(Cc1ccc(F)cc1)NC1CCN(c2cc(-c3ccc(Cl)cc3)[nH]n2)CC1
  Pf Dd2 growth: i
(12) COCC(=O)N1CCCC(c2noc(COc3ccccc3F)n2)C1 (stereo not given)
  Pf Dd2 growth: 10%
(13) Cc1cc(C)c2nc(N(Cc3cccnc3)C(=O)CCS(=O)(=O)c3ccccc3)sc2c1
  Pf Dd2 growth: ?
(14) CN1CCOc2nc(-c3cccc(OC(F)(F)F)c3)ncc2C1=O
  Pf Dd2 growth: i
(15) CC(=O)N1Cc2ccccc2CC2(CCN(CC3CCCC3)C2)C1 (stereo not given)
  Pf Dd2 growth: ?
(16) O=C(NCC1CC1)c1nc2sccn2c1Br
  Pf Dd2 growth: -4%[44.1 µM]
(17) COC(=O)c1ccc(Cl)cc1NC(=O)N1CC=C(c2c[nH]c3ccccc23)CC1
  Pf Dd2 growth: ?
(18) CC1(COc2ccccc2)COc2ccc(C(=O)NCc3ccncc3)cc2N1 (stereo not given)
  Pf Dd2 growth: -47%[44.1 µM]
(19) O=C(NCc1ccccc1F)c1ccc(-c2ccc(N3CCSCC3)nc2)cc1
  Pf Dd2 growth: i
(20) O=C(NCc1ccccc1)N1CCC2(CC1)CC(N(C(=O)c1ccccc1)C1CC1)CCO2 (stereo not given)
  Pf Dd2 growth: ?
(21) Cc1ccc(C)c(Cn2nc(-c3cc(C)ccc3C)ccc2=O)c1
  Pf Dd2 growth: -7%
(22) COc1ccc(C(=O)N2CCCC3(CC(C)=NO3)C2)cc1 (stereo not given)
  Pf Dd2 growth: 27%[44.1 µM]
(23) c1cncc(-c2nc(CC3CCCNC3)no2)c1 (stereo not given)
  Pf Dd2 growth: i
(24) CC(C)CN(CC(C)C)CC(O)Cn1cc(/C=C/C(=O)c2ccccc2)c2ccccc21 (stereo not given)
  Pf Dd2 growth: 2.5µM*
(25) Fc1ccc2nc([C@H]3CCN(C4CCC4)C3)[nH]c2c1
  Pf Dd2 growth: ?

Molecules above containing a furan ring, fused or not:
(2) COCCNC(=O)[C@@H]1C[C@@H](O)CN1C1CCN(C(=O)c2ccco2)CC1
  Pf Dd2 growth: 19%
(3) Cc1cc(C)c2oc(C(=O)Nc3c(C(=O)c4ccc(F)cc4)oc4ccccc34)cc(=O)c2c1
  Pf Dd2 growth: 10%
(6) Cc1cc(C(=O)NC2CC(c3cc(=O)[nH]c(C4CC4)n3)C2)c(C)o1 (stereo not given)
  Pf Dd2 growth: 3%

Sorted by length of the SMILES (low to high): part of the list above.
(23) c1cncc(-c2nc(CC3CCCNC3)no2)c1 (stereo not given)
  Pf Dd2 growth: i
(19) O=C(NCc1ccccc1F)c1ccc(-c2ccc(N3CCSCC3)nc2)cc1
  Pf Dd2 growth: i
(24) CC(C)CN(CC(C)C)CC(O)Cn1cc(/C=C/C(=O)c2ccccc2)c2ccccc21 (stereo not given)
  Pf Dd2 growth: 2.5µM*

The list goes on.
(26) COC(=O)c1scc(-c2ccc(C)cc2)c1S(=O)(=O)N1CCN(c2ccc(C(C)=O)cc2)CC1
  Pf Dd2 growth: -2%
(27) Cc1cc2c(NC3CC(c4nnc(CN(C)C)n4C)C3)ncnc2s1 (stereo not given)
  Pf Dd2 growth: ?
(28) Nc1nc(C(=O)N[C@H]2CCOC[C@H]2C2CCOCC2)cs1
  Pf Dd2 growth: 0%
(29) CCN(CC)c1ccc(NC(=O)C2CCN(S(=O)(=O)c3cnc[nH]3)CC2)c(C)c1
  Pf Dd2 growth: i
(30) Cc1cccc(CN2CCCC(O)(CNCc3cccc(C)n3)C2=O)c1 (stereo not given)
  Pf Dd2 growth: -23%
(31) CCc1noc(-c2cn(C3CCN(C(=O)Cc4ccc(F)cc4)CC3)nn2)n1
  Pf Dd2 growth: -11%
(32) CCc1cccc(NC(=O)Cn2c(N3CCOCC3)nc(COC)cc2=O)c1
  Pf Dd2 growth: i
(33) Cc1ccc(N2C(=O)C(CC(=O)Nc3ccccc3)N(CCC3=CCCCC3)C2=O)cc1 (stereo not given)
  Pf Dd2 growth: i
(34) COc1cccc(-c2cn3c(n2)N(C(=O)c2ccco2)CCC3)c1
  Pf Dd2 growth: i
(35) CCc1ccc(CN(Cc2ccco2)C(=O)c2ccc(C)cc2)cc1
  Pf Dd2 growth: -20%
(36) CC1(C)CC(CCNc2ncncn2)(c2ccccc2)CCO1 (stereo not given)
  Pf Dd2 growth: 1%
(37) CC(C)NC(=O)c1ccc2c(c1)N(C(=O)c1ccc(F)cc1)CC2
  Pf Dd2 growth: ?
(38) Cn1c(=O)c2ccnn2c2ccc(C(=O)NCCN3CCC(N4CCCCC4)CC3)cc21
  Pf Dd2 growth: ?
(39) O=C(CC1N=C2c3ccccc3N=C(SCC(=O)Nc3ccccc3F)N2C1=O)NCc1ccc2c(c1)OCO2 (stereo not given)
  Pf Dd2 growth: ?
(40) COc1c(C)cc(NS(=O)(=O)c2ccc3c(c2)OCCO3)cc1C
  Pf Dd2 growth: 16%
(41) COc1ccccc1-c1cc(C(=O)NCc2cccnc2)nc2c1cnn2C
  Pf Dd2 growth: ?
(42) COc1cccc(CCC(=O)NCc2nnc3c(-c4nc(C)no4)cccn23)c1
  Pf Dd2 growth: i
(43) COc1ccc(NC(=O)CCn2c(=O)c3cccn3c3cccnc32)cc1Cl
  Pf Dd2 growth: ?
(44) Cn1c(COc2ccccc2C(C)(C)C)nc2ccccc21
  Pf Dd2 growth: 3%
(45) Cc1ccc(NC(=O)CCSCCc2ccccn2)cc1
  Pf Dd2 growth: 46%[activator][0.594 µM]
(46) COc1ccccc1C(=O)N1CCCC2(COc3ccccc3C(=O)N2)C1 (stereo not given)
  Pf Dd2 growth: ?
(47) CCOC(=O)C1CCCN(C(=O)c2ccccc2NC(=O)c2nsc3ccccc23)C1 (stereo not given)
  Pf Dd2 growth: ?
(48) Cc1ccsc1-c1[nH]nc2ncc(-c3ccccc3)nc12
  Pf Dd2 growth: ?
(49) O=C(O)c1cnc(NCc2ccncc2)nc1-c1ccccc1
  Pf Dd2 growth: i
(50) CCN(c1ccccc1)S(=O)(=O)c1nnc(NC(=O)c2ccco2)s1
  Pf Dd2 growth: ?

(51) O=C(Nc1ccc([C@H]2OCC(=O)N(C3CCOCC3)[C@@H]2CO)cc1)c1cnccn1
  Pf Dd2 growth: 6%[44.1 µM]
(52) COCC(=O)N1CC(Oc2ccc(-c3noc(-c4ccncc4)n3)cc2)C1
  Pf Dd2 growth: ?
(53) Cc1ccc(NC(=O)c2ccc3[nH]c(C)cc(=O)c3c2)c(C)c1
  Pf Dd2 growth: ?
(54) CC(C)NC(=O)NC[C@H]1O[C@@H](CO)[C@@H](O)[C@H]1N1CCN(C)CC1
  Pf Dd2 growth: -9%[44.1 µM]
(55) CCC(Sc1nc2ccccc2c(=O)n1CCc1ccc(OC)c(OC)c1)C(=O)N(CC)CC (stereo not given)
  Pf Dd2 growth: -5%
(56) Cc1ccc(-n2c(C3CCN(C(=O)c4ccccc4F)CC3)n[nH]c2=O)cc1
  Pf Dd2 growth: -20%
(57) O=C1CO[C@H]2CCN(Cc3ccccc3O)CC[C@@H]2N1c1ccccc1
  Pf Dd2 growth: -15%[44.1 µM]
(58) CC(=O)Nc1ccccc1-c1c(C)nn2c1N(Cc1ccccc1)CCC2
  Pf Dd2 growth: i
(59) CCn1cc(-c2cc3c(cn2)CN(Cc2cccnc2)CCN3)cn1
  Pf Dd2 growth: 20%[44.1 µM]
(60) Fc1ccccc1OCC1CCCN(c2nccc(-c3cccnc3)n2)C1 (stereo not given)
  Pf Dd2 growth: 4%
(61) CCc1ccc(S(=O)(=O)c2nnn3c2nc(NCc2cccs2)c2sccc23)cc1
  Pf Dd2 growth: -23%
(62) CN(Cc1ccccn1)C1CCCc2ccccc21 (stereo not given)
  Pf Dd2 growth: ?
(63) O=C1CO[C@H]2CN(Cc3ccc(C(F)(F)F)cc3)C[C@H]2N1
  Pf Dd2 growth: -27%[44.1 µM]
(64) Cc1nc(-c2cccs2)cc([C@H]2CN3CC[C@H]2C[C@@H]3CNC(=O)c2ccccc2)n1
  Pf Dd2 growth: 7.9µM*
(65) CCOC(=O)C1CCN(S(=O)(=O)c2cc(Br)cc3c2N(C(=O)CC)CC3)CC1
  Pf Dd2 growth: -15%
(66) Cc1cc2oc(=O)cc(C)c2c2occ(-c3ccc(Cl)cc3)c12
  Pf Dd2 growth: 4%
(67) Cc1cc(C)cc(NC(=O)Cn2c(=O)c3ccccc3n3nncc23)c1
  Pf Dd2 growth: i
(68) CC(=O)NC(CO)C(=O)N1CCc2c(nc(-c3cccnc3)nc2N(C)C)C1 (stereo not given)
  Pf Dd2 growth: -2%
(69) CCS(=O)(=O)N(C1CC1)C1CCOC2(CCN(C(=O)Cc3cccc(F)c3)CC2)C1 (stereo not given)
  Pf Dd2 growth: -4%
(70) COc1ccc(CNC(=O)C[C@@H]2CCNC[C@@H]2Cc2cc(CC3CCCCC3)on2)cc1
  Pf Dd2 growth: 11µM*
(71) COc1ccc(NC(=O)c2cc3c(N4CCSCC4)nc(C)cn3n2)c(OC)c1
  Pf Dd2 growth: i
(72) O=C(NCCc1ccccc1)c1ccc(N2CC3CC(C2)[C@H]2CCCC(=O)N2C3)nc1 (stereo not given in full)
  Pf Dd2 growth: i
(73) O=C(C1CCC1)N1CCC2(CC1)CC(N(Cc1ccccc1)C1CC1)CCO2 (stereo not given)
  Pf Dd2 growth: ?
(74) O=S(=O)(N[C@H]1CO[C@H]2[C@@H]1OC[C@@H]2n1cc(-c2ccccn2)nn1)c1cccc2cccnc12
  Pf Dd2 growth: i

Two entries drawn at random from those above:
(56) Cc1ccc(-n2c(C3CCN(C(=O)c4ccccc4F)CC3)n[nH]c2=O)cc1
  Pf Dd2 growth: -20%
(51) O=C(Nc1ccc([C@H]2OCC(=O)N(C3CCOCC3)[C@@H]2CO)cc1)c1cnccn1
  Pf Dd2 growth: 6%[44.1 µM]

Only part of the results is shown. The share of hits here may be higher or lower than overall.
